High-throughput results deposited in PubChem by several laboratories.
KCNK3 block: human KCNK3 channel inhibition, primary screen. B-score at 10 µM. CHO-KCNK3 thallium flux, FluxOR fluorescence; stronger effect = lower value. AID 602410. hit rate 0.84% among 340,000;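 active = B-score under library mean minus 4 SD, starting fluorescence ratio at most library mean plus 5 SD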;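 also: more negative B-score means stronger inhibition of thallium flux through KCNK3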
Target sequence (O14649 whole entry, looked up): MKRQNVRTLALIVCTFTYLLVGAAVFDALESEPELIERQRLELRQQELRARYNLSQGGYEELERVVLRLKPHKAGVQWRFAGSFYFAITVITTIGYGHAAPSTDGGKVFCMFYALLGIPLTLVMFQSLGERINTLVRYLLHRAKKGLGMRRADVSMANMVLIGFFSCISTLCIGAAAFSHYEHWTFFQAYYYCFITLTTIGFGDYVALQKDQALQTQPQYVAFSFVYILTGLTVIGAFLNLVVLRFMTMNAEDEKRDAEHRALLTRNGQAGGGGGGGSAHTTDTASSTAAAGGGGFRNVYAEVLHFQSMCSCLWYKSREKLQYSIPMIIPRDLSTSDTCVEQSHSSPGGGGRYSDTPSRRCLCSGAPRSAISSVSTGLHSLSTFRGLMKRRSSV
RGS4 pot: RGS4 potentiation or activation. HEK293 M3R/inducible RGS4, carbachol calcium flux Fluo4; stronger effect = lower value. B-score at 10 µM. hit rate 0.92% among 310,000. AID 463111;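 active = B-score of the integrated calcium signal more than 4 SD below the library mean, with starting fluorescence not abnormally high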;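 also: negative B-score means reduced calcium response which marks RGS4 activation or potentiation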
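Assay system: HEK293 FlpIn-TREx cells, stable M3R, doxycycline-inducible RGS4 / Probe or stimulus: carbachol, ECmax concentration / Times: overnight RGS4 induction, 30 min dye load 37 °C, 20 min compound RT / Signal: kinetic calcium fluorescence imaging with Fluo4-AM dye, 2 µM / Measure: Agonist-evoked peak-minus-minimum fluorescence over baseline, integrated ratio, B score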
KCNK9 block: blocks the human KCNK9 two-pore domain potassium channel; Q9NPC2; HEK293 KCNK9, FluxOR thallium flux fluorescence; stronger effect = lower value; B-score at 10 µM; hit rate 1.2% among 310,000;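 active = ratio B-score over 3 SD below the library mean, with starting fluorescence within 5 SD of its mean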;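 also: negative B-score means less thallium flux so channel inhibition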
GSK3A inh: blocks human GSK-3 alpha kinase | ADP-Glo luminescence, 60 min | inhibition, % at 10 µM | hit rate 0.1% among 320,000;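 in the data active = inhibition above about 50%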;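 also: GST-tagged GSK-3 alpha with peptide substrate and 25 µM ATP; 0% = DMSO neutral wells and 100% = GW8510 positive control wells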
KCNQ1 block: blocks the human KCNQ1 potassium channel; P51787; CHO-K1 KCNQ1, FluxOR thallium flux fluorescence; stronger effect = higher value; B-score at 10 µM; hit rate 1.3% among 310,000; AID 2642;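 active = compounds whose thallium flux B-score, printed positive for inhibition, exceeds three library SD while starting fluorescence stays within three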;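 also: channel opened by potassium depolarization with thallium stimulus after 20 min compound exposure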
GSK3B inh: blocks human GSK3beta kinase activity | P49841 | GST-GSK3beta kinase, ADP-Glo luminescence, 60 min; stronger effect = lower value | activity score (negative = inhibition), % at 10 µM | hit rate 0.038% among 300,000;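 active = more than half of replicate wells score below -50%, meaning over 50% inhibition versus plate controls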;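 also: 0% = median DMSO wells and -100% = median GW8510 positive control wells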
Target sequence (P49841 whole entry, looked up): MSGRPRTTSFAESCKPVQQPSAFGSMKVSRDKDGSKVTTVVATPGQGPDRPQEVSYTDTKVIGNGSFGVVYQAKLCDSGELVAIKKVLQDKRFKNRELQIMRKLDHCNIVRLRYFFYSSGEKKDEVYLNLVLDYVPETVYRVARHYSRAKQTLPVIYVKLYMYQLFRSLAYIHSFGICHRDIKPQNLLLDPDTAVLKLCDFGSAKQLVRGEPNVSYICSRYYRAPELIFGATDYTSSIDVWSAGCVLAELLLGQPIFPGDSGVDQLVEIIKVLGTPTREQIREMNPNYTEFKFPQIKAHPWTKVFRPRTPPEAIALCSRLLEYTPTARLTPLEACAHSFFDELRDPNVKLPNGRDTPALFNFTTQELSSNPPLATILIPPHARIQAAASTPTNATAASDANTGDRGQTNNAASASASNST
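Test system: GST-tagged human GSK3beta kinase, cell-free; evaluation: activity score scaled between in-plate DMSO and GW8510 controls; measured by: ADP-Glo luminescence; incubation: 60 min reaction, RT; benchmarks: DMSO and 20 µM GW8510; reagent: peptide substrate plus 25 µM ATP (final); medium: Tris/MgCl2 kinase buffer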
RGS4 block: inhibitors of human RGS4; HEK293 M3R/RGS4 inducible, Fluo-4 calcium flux; stronger effect = higher value; triggered by carbachol at its EC20; P49798; B-score at 10 µM; hit rate 0.45% among 310,000;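 active = B-score, a plate-corrected calcium signal, over three deviations above library mean, with baseline fluorescence within five deviations of library mean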;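 also: RGS4 expression induced by doxycycline in cells with stable M3 receptor; B-score is computed from the integrated fluorescence ratio over baseline after carbachol; higher B-score means a larger calcium signal and so more RGS4 inhibition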
Target sequence (P49798 whole entry, looked up): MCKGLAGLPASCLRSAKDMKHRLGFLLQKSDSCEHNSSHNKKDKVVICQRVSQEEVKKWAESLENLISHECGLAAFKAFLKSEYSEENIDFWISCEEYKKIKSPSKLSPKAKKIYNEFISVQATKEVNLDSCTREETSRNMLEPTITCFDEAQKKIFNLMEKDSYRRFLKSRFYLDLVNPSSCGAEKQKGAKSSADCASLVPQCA
hERG protect: shields human hERG channel from block by proarrhythmic agents | activation (rescue from dofetilide block), less the hit threshold, % at 10 µM | Q12809 | hit rate 0.51% among 310,000 | CHO-hERG, FluxOR thallium flux, dofetilide IC70 present | AID 1511;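 active = activation above the mean of controls blocked by dofetilide plus 5 SD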;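 also: thallium influx through hERG after potassium depolarization seen as dye fluorescence rise; in these data hits start at about 4.7%; inactives centre near -7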
Dyrk1A ADPGlo: blocks rat Dyrk1A kinase activity; ADP-Glo luminescence, NFATc1 peptide; AID 504441; hit rate 0.43% among 310,000; inhibition, % at 12.5 µM; in the data active = inhibition above about 50%;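 also: plate controls were vehicle with enzyme for no effect and no enzyme for full effect; many of its hits are not listed in these tables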
KCNQ1 pot: human KCNQ1 channel potentiation or activation; hit rate 0.35% among 310,000; CHO-K1 KCNQ1, thallium flux FluxOR fluorescence; stronger effect = higher value; B-score at 10 µM;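 active = fluorescence ratio B-score, a plate-corrected score, at least three library SD, with initial intensity B-score within 5 SD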
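Assay system: stable KCNQ1 CHO-K1 line; medium: assay buffer, equal DMSO in all wells; timing: 90 min dye loading and 20 min compound exposure, both at room temperature; technique: kinetic FluxOR thallium fluorescence, 10-s 1-Hz baseline, 110-s post-stimulus read; read-out basis: B score of baseline-normalized fluorescence ratio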
PolyA inh: blocks polyadenylation in yeast reporter cells. S. cerevisiae SKY197-pL101 polyadenylation reporter, beta-gal luminescence; efflux-impaired pdr1/pdr3 knockout yeast; score 100 = 6 SD above DMSO. calls only at 12 µM. hit rate 0.02% among 300,000. AID 1875;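 active = lowest replicate activity score at least 50, where 100 means six control SD above control mean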;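 also: yeast exposed to compound for 9 h at 30 °C; higher score means more reporter readthrough which indicates perturbed polyadenylation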
* marks the source's active call; other numbers are inactive results; i = inactive; · = no result given.

mol | KCNK3 block | RGS4 pot | KCNK9 block | GSK3A inh | KCNQ1 block | GSK3B inh | RGS4 block | hERG protect | Dyrk1A ADPGlo | KCNQ1 pot | PolyA inh
Cc1ccc(CCNC(=O)c2nnn(-c3cccc(C)c3)c2N)cc1 | i | i | i | 4 | i | -3 | i | -11 | 3 | i | i
COc1ccc(-c2csc(NCCc3nc4cc(Cl)c(N5CCCCC5)cc4n3CCOCCO)n2)cc1 | i | i | i | 0 | i | 2 | i | -7 | -1 | i | i
CCOC(=O)C1CCN(CCC(=O)Nc2cccc(C)c2)CC1 | i | i | i | -1 | i | 0 | i | -11 | -7 | i | i
COC(=O)c1cc(C#N)c(OC)nc1C | i | i | i | 1 | i | -3 | i | -3 | -3 | i | i
COc1ccc(Cn2c(=S)[nH]c3ccsc3c2=O)cc1 | i | i | i | -2 | i | 5 | i | -9 | -3 | i | i
O=C1CC(c2ccco2)CC(O)=C1C=NCCN1CCNCC1 (stereo not given) | i | i | i | 0 | i | -2 | i | -10 | 0 | i | i
NC(=S)N/N=C/c1ccc(-n2nncc2-c2ccc(Cl)cc2)cc1 | i | i | i | 1 | i | 1 | 39* | -3 | 3 | i | i
COc1ccc(-n2nc(C(=O)N3CCCCC3)c(C)c(C#N)c2=O)cc1 | i | i | i | -1 | i | -1 | i | -8 | · | i | i
COc1ccc(CN2CCNC(=O)C2CC(=O)NC2CCC2)c(OC)c1 (stereo not given) | i | i | i | · | i | 2 | i | -10 | 2 | i | ·
CC1=C(C(N)=O)C(c2cccc(OCc3ccccc3)c2)n2nnnc2N1 (stereo not given) | i | i | i | -1 | i | 5 | i | -9 | 4 | i | i
O=C(CNC(=O)c1ccc(Cl)cc1)N/N=C/C=C/c1ccccc1 | i | i | i | 0 | i | 2 | i | -4 | -5 | i | i
Clc1ccc(CCNc2nc3ccccc3s2)cc1 | i | i | i | -4 | i | -2 | i | -15 | 4 | i | i
COc1ccc(OCC(=O)N/N=C\c2ccco2)cc1 | i | i | i | 1 | i | 1 | i | -7 | 18 | i | i
Cc1cc(C)nc(N(C#N)CN2C(=O)c3ccccc3C2=O)n1 | i | i | i | 4 | i | 2 | i | -11 | 3 | i | i
Cc1ccccc1S(=O)(=O)Cc1ccc(C(=O)NCCc2ccccc2)o1 | i | i | i | -1 | i | 3 | i | -15 | 3 | i | i
O=C(c1sc2ccccc2c1Cl)N(Cc1ccccc1Cl)C1CCS(=O)(=O)C1 (stereo not given) | i | i | -6.8* | 0 | i | 0 | i | -6 | -9 | i | i
CCOc1ccc(CCNC(=O)CCc2nc(-c3ccc(OC)cc3)no2)cc1OCC | i | i | i | -2 | i | 0 | i | -10 | -1 | i | i
Cc1cccc(-n2ncc3c(N)ncnc32)c1 | i | i | i | 1 | i | 1 | i | -4 | 25 | i | i
Cc1cccc(Nc2nccc(N(C)C)c2C#N)c1 | i | i | i | 0 | i | 3 | i | -8 | -3 | i | i
COc1ccc(-c2onc3ccc(C(C)=O)cc23)cc1 | i | i | i | 11 | i | 4 | i | -18 | 2 | i | i
O=C(O)c1ccc(Cl)c(N2C(=O)Nc3ccccc3N2O)c1 | i | i | i | 0 | i | 0 | i | -8 | -5 | i | i
O=C(CCN1C(=O)C2C3C=CC(C3)C2C1=O)N1CCN(c2ccccc2Cl)CC1 (stereo not given) | i | i | i | -2 | i | 0 | i | -6 | 4 | i | i
CCOc1ccc(C(C(=O)NCCOC)N(CCOC)C(=O)CCC(=O)Nc2ccccn2)cc1 (stereo not given) | i | i | i | 7 | i | 0 | i | -6 | -4 | i | i
CCOc1ccc2c(=O)c(Oc3ccccc3)c(C)oc2c1 | i | i | i | 9 | i | 2 | i | -7 | -1 | i | i
Cc1ccc(CNC(=O)CNS(=O)(=O)c2ccc3c(c2)C(C)(C)C(=O)N3C)cc1 | i | i | i | -7 | i | 2 | i | -7 | -3 | i | i
COc1ccc2oc(C(=O)N(C)CCOc3ccccc3)c(C)c2c1 | i | i | i | -1 | i | 1 | i | -16 | 16 | i | i
Cc1cccc(NS(=O)(=O)c2cc(C(=O)OC(C)C(=O)NCc3ccc4c(c3)OCO4)ccc2C)c1 (stereo not given) | i | i | i | -1 | i | -5 | i | -11 | -5 | i | i
Cc1ccccc1C(=O)NC(C)c1ccc2c(c1)CCCC2 (stereo not given) | i | i | i | -2 | i | 0 | i | -2 | 1 | i | i
O=C1C(Cl)=C(Nc2ccccc2O)C(=O)N1c1ccccc1 | i | i | i | · | i | 2 | i | -19 | -4 | i | i
O=C(Nc1ccc(O)cc1)c1c(O)c2c([nH]c1=O)CCCC2 | i | i | i | · | i | 2 | i | -2 | -2 | i | i
CCOc1ccc2nc(CN3CCN(Cc4ccsc4)C(CCO)C3)ccc2c1 (stereo not given) | i | i | i | -2 | i | -2 | i | -7 | 10 | i | i
COc1ccc(-n2cnnc2SCC(=O)NC2CCCc3ccccc32)cc1 (stereo not given) | i | i | i | · | i | 1 | i | -6 | -15 | i | i
CC1CCN(c2ccc(C(=O)Nc3ccc4c(c3)OCO4)cc2[N+](=O)[O-])CC1 | i | i | i | 0 | i | 1 | i | -8 | -3 | i | i
O=C(O)C1Cc2[nH]cnc2C(c2cccc([N+](=O)[O-])c2)N1 (stereo not given) | i | i | i | -1 | i | 4 | i | -10 | 3 | i | i
C=CCNC(=O)COC(=O)c1c2c(nc3ccccc13)CCC2 | i | i | i | -1 | i | 0 | i | -11 | 6 | i | i
Cc1cnc(NC(=O)c2sc3ccccc3c2Cl)s1 | i | i | i | -2 | i | -1 | i | -2 | 3 | i | i
O=C(Nc1cccc(-c2ccc(N3CCCCC3)nn2)c1)c1ccc(Br)o1 | i | i | i | -3 | i | 1 | i | -17 | -4 | i | i
CCCCN(C)C(=O)C1CCN(Cc2ccc(OCc3ccccc3)cc2)CC1 | i | i | i | -2 | i | -2 | i | -11 | 9 | i | i
CCc1cccc(CC)c1NC(=O)COC(=O)Cc1ccsc1 | i | i | i | -1 | i | 2 | i | -4 | -5 | i | i
COc1ccccc1CNC(=O)c1ccc(N(C)S(=O)(=O)c2ccc(C)cc2)cc1 | i | i | i | 8 | i | -1 | i | -3 | 10 | i | i
c1ccc(Cn2nnnc2CN2CCN(Cc3ccc4c(c3)OCO4)CC2)cc1 | i | i | i | 1 | i | 0 | i | -4 | -5 | i | i
CCOC(=O)C1=NN(c2ccccc2)C(=O)/C1=C\c1ccc(N(C)C)cc1 | i | i | i | -1 | i | 5 | i | -5 | 4 | i | i
COc1ccc(Nc2nc(-c3cccs3)nc3ccccc23)c(OC)c1 | i | i | i | -1 | 8* | 3 | i | -7 | -3 | i | i
Cn1c(CC(=O)Nc2ccccc2F)nnc1SCC(=O)NC1CCCCC1 | i | i | i | 0 | i | 2 | i | -13 | -3 | i | i
c1ccc(SCc2nc(-c3cccnc3)no2)cc1 | i | i | i | -2 | i | -2 | i | -2 | 4 | i | i
COc1ccc(Nc2cc(C)nc3nc(C)nn23)cc1Cl | i | i | i | · | i | 0 | i | -9 | 6 | i | i
CC(=O)Nc1ccc(NC(=O)C(C)OC(=O)CCN=C2NS(=O)(=O)c3ccccc32)cc1 (stereo not given) | i | i | i | 7 | i | 1 | i | -9 | 0 | i | i
CC(=O)Nc1cc(-c2nn(CC(=O)N3CCCCC3)c(=O)c3ccccc23)ccc1N1CCOCC1 | i | i | i | 16 | i | 1 | i | 3 | -4 | i | i
CC1CCCCN1CCNC(=O)c1ccc2c(c1)N(Cc1ccccc1F)C(=O)c1ccccc1S2=O (stereo not given) | i | -7.4* | i | 1 | i | -2 | i | -12 | 1 | i | i
CC(C)C(c1nnnn1Cc1ccccc1)N1CCc2ccccc2C1 (stereo not given) | i | i | i | 3 | i | 6 | i | -9 | 0 | i | i
Cc1cc(C(=O)NCc2ccc(F)cc2)c2ccccc2n1 | i | i | i | -2 | i | -3 | i | -10 | 0 | i | i
COc1cccc(C(=O)CN(C(=O)c2ccc(Cl)c(Cl)c2)N2C(=O)c3ccccc3C2=O)c1 | i | i | i | -3 | i | 3 | i | -9 | 3 | i | i
COCCCNC(=S)N1CCC(NC(=O)Nc2ccc(C)cc2)CC1 | i | i | i | 0 | i | 0 | i | -1 | -3 | i | i

Eleven entries out of the list, arranged by length of the SMILES, high to low:
mol | KCNK3 block | RGS4 pot | KCNK9 block | GSK3A inh | KCNQ1 block | GSK3B inh | RGS4 block | hERG protect | Dyrk1A ADPGlo | KCNQ1 pot | PolyA inh
Cc1cccc(NS(=O)(=O)c2cc(C(=O)OC(C)C(=O)NCc3ccc4c(c3)OCO4)ccc2C)c1 (stereo not given) | i | i | i | -1 | i | -5 | i | -11 | -5 | i | i
CC1CCCCN1CCNC(=O)c1ccc2c(c1)N(Cc1ccccc1F)C(=O)c1ccccc1S2=O (stereo not given) | i | -7.4* | i | 1 | i | -2 | i | -12 | 1 | i | i
COc1ccccc1CNC(=O)c1ccc(N(C)S(=O)(=O)c2ccc(C)cc2)cc1 | i | i | i | 8 | i | -1 | i | -3 | 10 | i | i
O=C(Nc1cccc(-c2ccc(N3CCCCC3)nn2)c1)c1ccc(Br)o1 | i | i | i | -3 | i | 1 | i | -17 | -4 | i | i
c1ccc(Cn2nnnc2CN2CCN(Cc3ccc4c(c3)OCO4)CC2)cc1 | i | i | i | 1 | i | 0 | i | -4 | -5 | i | i
CCCCN(C)C(=O)C1CCN(Cc2ccc(OCc3ccccc3)cc2)CC1 | i | i | i | -2 | i | -2 | i | -11 | 9 | i | i
COc1ccc(Nc2nc(-c3cccs3)nc3ccccc23)c(OC)c1 | i | i | i | -1 | 8* | 3 | i | -7 | -3 | i | i
COCCCNC(=S)N1CCC(NC(=O)Nc2ccc(C)cc2)CC1 | i | i | i | 0 | i | 0 | i | -1 | -3 | i | i
CCc1cccc(CC)c1NC(=O)COC(=O)Cc1ccsc1 | i | i | i | -1 | i | 2 | i | -4 | -5 | i | i
COc1ccc(Nc2cc(C)nc3nc(C)nn23)cc1Cl | i | i | i | · | i | 0 | i | -9 | 6 | i | i
c1ccc(SCc2nc(-c3cccnc3)no2)cc1 | i | i | i | -2 | i | -2 | i | -2 | 4 | i | i

Not all compounds are listed (hit frequency here may not be typical).
